NOD2-RIPK2 inh = NOD2-RIPK2 binding disruptors in cells, primary screen, fluorescence, CHO cells, BLA complementation | Receptor-interacting serine/threonine-protein kinase 2 (Homo sapiens), O43353 | CCF4 ratio | inhibition, % at 4.98 µM | 360,000 tested, 0.38% active; in the data active means inhibition above about 21%;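 further: 0% = vehicle only and 100% = reference blocker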
Target sequence (O43353 whole entry, looked up): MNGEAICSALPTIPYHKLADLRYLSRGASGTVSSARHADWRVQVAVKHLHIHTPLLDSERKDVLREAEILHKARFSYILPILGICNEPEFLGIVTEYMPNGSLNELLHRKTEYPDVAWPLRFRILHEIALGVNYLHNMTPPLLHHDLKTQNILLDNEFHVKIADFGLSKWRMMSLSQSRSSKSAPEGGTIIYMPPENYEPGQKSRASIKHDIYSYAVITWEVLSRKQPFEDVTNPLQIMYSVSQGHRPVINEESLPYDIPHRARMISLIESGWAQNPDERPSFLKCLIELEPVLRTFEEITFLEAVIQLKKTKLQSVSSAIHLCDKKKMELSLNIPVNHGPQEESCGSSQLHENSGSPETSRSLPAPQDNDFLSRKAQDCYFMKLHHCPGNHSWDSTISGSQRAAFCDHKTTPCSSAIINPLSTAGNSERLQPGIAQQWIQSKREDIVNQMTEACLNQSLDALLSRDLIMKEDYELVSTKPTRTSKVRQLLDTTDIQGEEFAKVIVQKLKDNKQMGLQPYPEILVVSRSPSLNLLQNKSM
MC4R antagonist = MC4R antagonists of cAMP signaling, primary screen, cell-based, TR-FRET, antagonist arm of biased-ligand search; Melanocortin receptor 4 (Homo sapiens), P32245; inhibition, % at 6.5 µM; 360,000 tested, 0.48% active; MC4R-expressing cells, MTII-stimulated cAMP, LANCE TR-FRET;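 active means inhibition above its plate's cutoff, the mean of tested wells on that plate plus 3 SD, cut at about 29% in these data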;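 further: 0% = Melanotan II alone and 100% = Melanotan II plus saturating MCL0020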
Target sequence (P32245 whole entry, looked up): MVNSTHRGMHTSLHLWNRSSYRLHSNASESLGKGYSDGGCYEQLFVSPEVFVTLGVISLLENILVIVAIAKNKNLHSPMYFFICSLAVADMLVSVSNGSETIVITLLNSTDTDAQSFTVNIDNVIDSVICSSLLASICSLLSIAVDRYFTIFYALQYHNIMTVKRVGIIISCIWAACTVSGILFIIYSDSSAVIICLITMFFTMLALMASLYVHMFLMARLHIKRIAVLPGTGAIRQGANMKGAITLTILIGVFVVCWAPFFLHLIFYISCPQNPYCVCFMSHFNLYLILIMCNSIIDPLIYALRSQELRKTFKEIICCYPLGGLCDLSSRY
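Material: human MC4R-expressing U2OS cells. Probe or stimulus: Melanotan II challenge. Dosing: 6.5 µM single dose. Times: 30-min compound, 1-h challenge, 1-h detection, room temperature. Technique: TR-FRET with Eu-cAMP and labeled anti-cAMP, 671 nm. Replication: singlicate.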
ABCB6 inh 2 = ABCB6 transporter inhibitors, primary screen, K562-ABCB6 cells, flow cytometry, MLPCN library; ATP-binding cassette sub-family B member 6 (Homo sapiens), Q9NP58; K562-ABCB6 porphyrin accumulation, 1 h; hits give low values; fluorescence ratio to DMSO, % at 10 µM; 360,000 tested, 0.19% active;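 active means fluorescence ratio to DMSO below 75%, the collection mean minus 3 SD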;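 further: signal is porphyrin accumulated inside mitochondria; 100% equals median channel fluorescence of DMSO control wells; lower ratio means ABCB6 inhibition with less porphyrin fluorescence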
ABHD5 PLIN5 PPI = ABHD5-PLIN5 interaction inhibitors, primary screen, cell lysate, split luciferase complementation, luminescence; Perilipin-5 (Homo sapiens) + 1-acylglycerol-3-phosphate O-acyltransferase ABHD5 (Homo …; Split G. princeps luciferase complementation, 4 h; inhibition, % at 4 µM; 360,000 tested, 0.78% active; AID 602281, 2012;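 active means inhibition above the mean inhibition across every tested compound plus 3 SD, cut at about 22% in these data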;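 further: 0% = DMSO only wells and the 100% control is not disclosed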
Granule exo inh = LAMP-1 surface exposure blockers, TALL-104 cells – cell-based, flow cytometry, MLPCN library, primary screen | TALL-104 LAMP-1 surface exposure; cells stimulated with thapsigargin and PMA | inhibition, % at 10 µM | 360,000 tested, 0.66% active | AID 651702, 2012;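 active means inhibition above about 55%, limit read from the data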
MC4R ag barr = MC4R agonists recruiting beta-arrestin, primary screen, cell-based, luminescence, agonist arm of biased-ligand search; 360,000 tested, 0.98% active; activation, % at 8.9 µM; Melanocortin receptor 4 (Homo sapiens), P32245; U2OS MC4R beta-arrestin complementation; percent of melanotan II response, DMSO zero; AID 540308, 2011;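 active means activation above a per-plate cutoff, the mean activation of sample wells on that plate plus 3 SD, cut at about 8% in these data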
TLR9-MyD88 inh = inhibitors of TLR9-MyD88 association in cells, primary screen, cell-based, CHO, BLA complementation, fluorescence; Toll-like receptor 9 (Homo sapiens) + Myeloid differentiation primary response protein …; CCF4 FRET ratio; inhibition, % at 4.98 µM; 340,000 tested, 0.21% active; AID 504734, 2011;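 active means inhibition above the mean over all tested compounds plus 3 SD, cut at about 21% in these data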;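 further: 0% = DMSO only wells and 100% = clavulanate BLA inhibitor control wells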
Vif inh = HIV Vif self-association inhibitors, primary screen, imaging, HEK293T, single point; 340,000 tested, 0.35% active; HEK293T cells, Vif self-association by quenched fluorescence, 24 h; inhibition, % at 7.49 µM; in the data active means inhibition above about 50%, passing the limit was not always enough; further: some results filed as inactive read as strong as hits
N-glyco inh = increase of ERlucT glycosylation luciferase signal, primary screen, N-linked glycosylation inhibitor project, D54 ERlucT cells, luminescence, set 2; AID 588692, 2011; reporter increase, % at 12.5 µM; 360,000 tested, 0.23% active; D54 ERlucT glycosylation luciferase reporter, 24 h; percent of 100 nM tunicamycin response;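 active means mean luciferase reporter signal, scaled so untreated is 0 and the glycosylation-blocking control 100, at or above a set limit in every replicate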;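 further: luciferase carries N-glycosylation sites so blocking glycosylation raises the light; 0% = median of neutral control wells and 100% = median of 100 nM tunicamycin wells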
aDG glyco act = activators of alpha-DG glycosylation, primary screen, uHTS, Pro5-aDG cells, AlphaScreen. activation, % at 10 µM. alpha-DG glycosylation AlphaScreen (IIH6); 0% Pro5, 100% B10-LARGE cell signal. AID 624168, 2012. 360,000 tested, 0.22% active;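 active means activation of at least 8% versus controls, or a plate z-score of at least 8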;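 further: Pro5 are CHO cells carrying HIG-tagged alpha-DG that lacks glycosylation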
* hit, by the source's call; . = no result given; & = joins results of further samples. An excerpt; rates above refer to the full screens.

1: C=CCNC(=O)CN1C(=O)NC(C)(c2ccc(OC)cc2)C1=O (configuration not stated)
2: O=C(NCCCn1ccnc1)C1CCCN(S(=O)(=O)c2cc(Cl)ccc2Cl)C1 (configuration not stated)
3: O=C(NCCN1CCOCC1)C1CCC(=O)N1Cc1ccccc1Cl (configuration not stated)
4: O=C(NC(N1CCOCC1)C(Cl)(Cl)Cl)c1ccc(Br)cc1 (configuration not stated)
5: COCCN(C(=O)COC(=O)C1(c2ccccc2)CC1)c1c(N)n(CC(C)C)c(=O)[nH]c1=O
6: Cc1ccc([C@H]2C[C@@H](O)[C@H](n3cc(C4CC4)nn3)CN2C(=O)c2cccs2)cc1
7: NC(CCc1ccccc1)c1csc(NC(=O)NCC2CCCCC2)n1 (configuration not stated)
8: c1ccc(-c2nnc(-c3c[nH]c4ccccc34)nc2-c2ccccc2)cc1
Screen / compound no.,1,2,3,4,5,6,7,8
NOD2-RIPK2 inh,-5,-2,-4,-4,-8,-7,-9,-2
MC4R antagonist,-2,9,7,-8,17,6,3,8
ABCB6 inh 2,97,103,93,96,99,100,96,106
ABHD5 PLIN5 PPI,4,0,4,-4,-6,-5,-6,-5
Granule exo inh,14,-3,-2,0,-5,2,20,-17
MC4R ag barr,-0.5,0.6,-0.9,-2.1,-3.7,1.3,8.7*,15*
TLR9-MyD88 inh,-8,-2,7,5,-8,5,.,8
Vif inh,4,-4,-6,.,-13,1,-2,-5
N-glyco inh,4,0,0,2,2,2,-7,-1
aDG glyco act,0.0,0.0,-0.3,-0.4,-0.1,0.0,-0.5,0.4

9: O=c1cnnc(Nc2cccc(F)c2)[nH]1
10: Oc1ccc(/C=N/n2c3ccccc3c3ccccc32)cc1
11: Nc1c(-c2cccc(Cl)c2)cnn1-c1cccc(C(F)(F)F)c1
12: COc1cccc(OCC(=O)NNC(=O)c2ccc3ccccc3c2)c1
13: O=C(NCc1ccc(F)cc1)c1ccc2c(=O)n3c(nc2c1)CCCCC3
14: COc1cccc(C(=O)NNC(=O)c2ccccc2-n2cccc2)c1
15: CCC(Cc1ccccc1)NS(=O)(=O)c1ccc2c(c1)NC(=O)CS2 (configuration not stated)
16: CC1=C(C(=O)N(C(C)C)C(C)C)CC(CC(=O)NCc2cccc3ccccc23)C(=O)N1Cc1ccc(C(C)(C)C)cc1 (configuration not stated)
Screen / compound no.,9,10,11,12,13,14,15,16
NOD2-RIPK2 inh,9,-7,1,-3,-22,1,4,-7
MC4R antagonist,8,5,6,6,15,-1,3,.
ABCB6 inh 2,103,124,98,97,100,97,98,98
ABHD5 PLIN5 PPI,-6,-7,-22,4,-8,5,-9,4
Granule exo inh,0,-1,-5,0,-3,-2,-2,7
MC4R ag barr,-3.0,2.1,3.0,-1.1,0.2,-2.8,-1.8,.
TLR9-MyD88 inh,6,0,7,7,-1,-16,3,.
Vif inh,8,7,0,3,0,-5,-14,.
N-glyco inh,1,-1,-5,2,0,1,-2,-1
aDG glyco act,-0.1,-0.1,0.2,0.1,0.5,0.3,0.4,0.2

17: Brc1ccc(CN2CC[C@H]3C=CCc4cccc(c43)C2)cc1
18: O=S1(=O)CC(N2CCSCC2)CN1Cc1cn(Cc2cccc(C(F)(F)F)c2)nn1 (configuration not stated)
19: Cc1ccc(OCC(=O)NCCNC(=O)c2ccco2)cc1C
20: O=C1c2ccccc2/C(=C\c2ccc3[nH]ccc3c2)N1c1ccccc1
21: CC(C)CNS(=O)(=O)c1ccc(CCC(=O)N2CCN(Cc3ccccc3)CC2)cc1
22: CCOc1ccc(C(=O)COC(=O)CC)cc1
23: CC(C)C(C(=O)Nc1ccc(N2CCOCC2)cc1)N1C(=O)c2ccccc2C1=O (configuration not stated)
24: CC(=O)N1CCCc2cc(S(=O)(=O)N3CCCC(C)C3)ccc21 (configuration not stated)
Screen / compound no.,17,18,19,20,21,22,23,24
NOD2-RIPK2 inh,-10,-6,-12,-6,-2,-7,-3,5
MC4R antagonist,11,.,-2,0,10,0,2,12
ABCB6 inh 2,97,94,104,96,88,101,106,100
ABHD5 PLIN5 PPI,-2,5,-14,3,6,1,0,-1
Granule exo inh,3,0,0,-3,2,1,4,-14
MC4R ag barr,-0.1,.,-2.1,-1.7,-1.1,-2.4,-1.5,1.0
TLR9-MyD88 inh,-6,.,-13,-6,1,2,-4,6
Vif inh,-3,.,14,2,.,3,4,-8
N-glyco inh,-3,.,0,-3,-2,3,3,3
aDG glyco act,-0.1,-0.1,0.0,0.5,0.2,0.2,0.1,0.2

25: Cc1cc(NC(=O)c2ccc(Cl)cc2)c(C(C)C)cc1O
26: O=C(NCCCN1CCOCC1)c1ccc(S(=O)(=O)Nc2ccccc2F)cc1
27: O=C(CSc1nnc(-c2cccs2)n1Cc1ccco1)Nc1ccc2c(c1)OCO2
28: O=S(=O)(NCC1CCCO1)c1ccccc1 (configuration not stated)
29: C=CCn1c(SCc2nc3scc(-c4ccccc4)c3c(=O)[nH]2)nnc1-c1ccccc1F
30: Cn1c(=O)c2[nH]c(C3CC4CCC3C4)nc2n(C)c1=O (configuration not stated)
31: CC(C)CN(C)C(=O)CC1C(=O)NCCN1C (configuration not stated)
32: C[n+]1ccccc1/C=N/O
Screen / compound no.,25,26,27,28,29,30,31,32
NOD2-RIPK2 inh,-5,-2,-12,-3,-1,-12,-1,1&-21
MC4R antagonist,12,6,-4,6,0,-3,15,4&3
ABCB6 inh 2,95,95,99,98,96,119,103,103&97
ABHD5 PLIN5 PPI,2,10,-2,1,3,1,-2,3&1
Granule exo inh,2,-1,0,3,10,-2,3,-9&-1
MC4R ag barr,-2.2,0.5,-1.4,2.0,-3.8,0.5,0.5,0.4&-0.8
TLR9-MyD88 inh,-3,4,-9,-10,-4,-7,-3,6&6
Vif inh,-14,-1,-5,-5,2,-2,-1,2&-4
N-glyco inh,-1,0,-3,2,-1,4,0,1&1
aDG glyco act,-0.1,0.0,0.5,-0.1,0.1,0.1,0.0,0.1&0.0

3 structures already listed, sorted by number of heavy atoms, falling.
25: Cc1cc(NC(=O)c2ccc(Cl)cc2)c(C(C)C)cc1O
30: Cn1c(=O)c2[nH]c(C3CC4CCC3C4)nc2n(C)c1=O (configuration not stated)
32: C[n+]1ccccc1/C=N/O
Screen / compound no.,25,30,32
NOD2-RIPK2 inh,-5,-12,1&-21
MC4R antagonist,12,-3,4&3
ABCB6 inh 2,95,119,103&97
ABHD5 PLIN5 PPI,2,1,3&1
Granule exo inh,2,-2,-9&-1
MC4R ag barr,-2.2,0.5,0.4&-0.8
TLR9-MyD88 inh,-3,-7,6&6
Vif inh,-14,-2,2&-4
N-glyco inh,-1,4,1&1
aDG glyco act,-0.1,0.1,0.1&0.0

(listing goes on)
33: COCc1c(C(=O)OCC(=O)Nc2ccc(OC(F)F)cc2)oc2ccccc12
34: Cc1ccnc(OC(C(=O)O)C(OCc2ccccc2)(c2ccccc2)c2ccc(C(F)(F)F)cc2)n1 (configuration not stated)
35: Cc1nnc(NC(=O)CSc2nnc(-c3ccco3)n2C(C)C)s1
36: Nc1nc(N)c(Cc2ccc(Cl)cc2Cl)c(N)n1
37: O=[N+]([O-])c1cc2cccnc2c2ncccc12
38: CCOC(=O)COn1c(=O)c(-c2ccc(F)cc2)[n+]([O-])c2ccccc21
39: O=C(O)C(Oc1ccc2cc(-c3ccc(Cl)cc3)c(=O)oc2c1)c1ccccc1 (configuration not stated)
40: COc1cc(-c2ccc3c(=O)c4ccccc4n(C)c3c2)cc(OC)c1OC
Screen / compound no.,33,34,35,36,37,38,39,40
NOD2-RIPK2 inh,-5,1,-1,0,-6,-8,2,6
MC4R antagonist,-4,10,3,9,20,2,4,8
ABCB6 inh 2,96,100,101,104,101,97,98,91
ABHD5 PLIN5 PPI,-4,-12,-2,2,-5,3,-10,11
Granule exo inh,4,12,-11,-2,3,-10,3,10
MC4R ag barr,2.7,-1.5,1.4,-1.9,1.1,-0.5,-0.8,-0.4
TLR9-MyD88 inh,1,-4,9,-3,.,4,-1,-4
Vif inh,9,0,-16,-1,9,-16,-2,-2
N-glyco inh,-2,1,2,-1,-5,4,1,11
aDG glyco act,0.1,-0.1,-0.2,1.9,0.1,0.0,0.1,-0.2

41: CC(C)Sc1nc2c(cnn2-c2ccccc2)c(=O)[nH]1
42: COc1ccc(/C=C/C(=O)NCc2cn(C)nc2C)cc1COc1ccc(Br)cc1
43: NC(=O)C1CCN(C(=O)COc2ccc3c4c(c(=O)oc3c2)CCC4)CC1
44: CCC(C)N(C(=O)COc1ccc(Cl)c2cccnc12)C1CCS(=O)(=O)C1 (configuration not stated)
45: CCN(CC)CCn1c(NCc2ccco2)nc2ccccc21
Screen / compound no.,41,42,43,44,45
NOD2-RIPK2 inh,-12,-1,0,0,-1
MC4R antagonist,2,8,12,0,3
ABCB6 inh 2,101,99,79,101,100
ABHD5 PLIN5 PPI,-1,18,-1,-9,2
Granule exo inh,2,2,0,-10,0
MC4R ag barr,0.2,9.1*,-1.5,-4.4,-1.4
TLR9-MyD88 inh,10,2,-1,8,1
Vif inh,-7,6,-6,-4,-8
N-glyco inh,1,-5,2,0,-1
aDG glyco act,-0.2,0.1,0.0,-0.2,0.0

Bioassay records (PubChem BioAssay)
